Pf apPOL inh = Pf-apPOL DNA polymerase inhibition | AID 1794808 | 210,000 compounds, 0.25% hits | Recombinant Pf-apPOL, molecular beacon fluorescence, 1.5 h | inhibition, % at 10 µM
mHTT-CaM PPI inh = disrupts binding of mutant huntingtin to calmodulin; AlphaScreen His-mHTT/GST-CaM binding, luminescence; inhibition, % at 15 µM; 190,000 compounds, 3.6% hits;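 note: 0% = both proteins with DMSO and 100% = one protein alone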
Target sequence (P42858 whole entry, looked up, stated change not applied): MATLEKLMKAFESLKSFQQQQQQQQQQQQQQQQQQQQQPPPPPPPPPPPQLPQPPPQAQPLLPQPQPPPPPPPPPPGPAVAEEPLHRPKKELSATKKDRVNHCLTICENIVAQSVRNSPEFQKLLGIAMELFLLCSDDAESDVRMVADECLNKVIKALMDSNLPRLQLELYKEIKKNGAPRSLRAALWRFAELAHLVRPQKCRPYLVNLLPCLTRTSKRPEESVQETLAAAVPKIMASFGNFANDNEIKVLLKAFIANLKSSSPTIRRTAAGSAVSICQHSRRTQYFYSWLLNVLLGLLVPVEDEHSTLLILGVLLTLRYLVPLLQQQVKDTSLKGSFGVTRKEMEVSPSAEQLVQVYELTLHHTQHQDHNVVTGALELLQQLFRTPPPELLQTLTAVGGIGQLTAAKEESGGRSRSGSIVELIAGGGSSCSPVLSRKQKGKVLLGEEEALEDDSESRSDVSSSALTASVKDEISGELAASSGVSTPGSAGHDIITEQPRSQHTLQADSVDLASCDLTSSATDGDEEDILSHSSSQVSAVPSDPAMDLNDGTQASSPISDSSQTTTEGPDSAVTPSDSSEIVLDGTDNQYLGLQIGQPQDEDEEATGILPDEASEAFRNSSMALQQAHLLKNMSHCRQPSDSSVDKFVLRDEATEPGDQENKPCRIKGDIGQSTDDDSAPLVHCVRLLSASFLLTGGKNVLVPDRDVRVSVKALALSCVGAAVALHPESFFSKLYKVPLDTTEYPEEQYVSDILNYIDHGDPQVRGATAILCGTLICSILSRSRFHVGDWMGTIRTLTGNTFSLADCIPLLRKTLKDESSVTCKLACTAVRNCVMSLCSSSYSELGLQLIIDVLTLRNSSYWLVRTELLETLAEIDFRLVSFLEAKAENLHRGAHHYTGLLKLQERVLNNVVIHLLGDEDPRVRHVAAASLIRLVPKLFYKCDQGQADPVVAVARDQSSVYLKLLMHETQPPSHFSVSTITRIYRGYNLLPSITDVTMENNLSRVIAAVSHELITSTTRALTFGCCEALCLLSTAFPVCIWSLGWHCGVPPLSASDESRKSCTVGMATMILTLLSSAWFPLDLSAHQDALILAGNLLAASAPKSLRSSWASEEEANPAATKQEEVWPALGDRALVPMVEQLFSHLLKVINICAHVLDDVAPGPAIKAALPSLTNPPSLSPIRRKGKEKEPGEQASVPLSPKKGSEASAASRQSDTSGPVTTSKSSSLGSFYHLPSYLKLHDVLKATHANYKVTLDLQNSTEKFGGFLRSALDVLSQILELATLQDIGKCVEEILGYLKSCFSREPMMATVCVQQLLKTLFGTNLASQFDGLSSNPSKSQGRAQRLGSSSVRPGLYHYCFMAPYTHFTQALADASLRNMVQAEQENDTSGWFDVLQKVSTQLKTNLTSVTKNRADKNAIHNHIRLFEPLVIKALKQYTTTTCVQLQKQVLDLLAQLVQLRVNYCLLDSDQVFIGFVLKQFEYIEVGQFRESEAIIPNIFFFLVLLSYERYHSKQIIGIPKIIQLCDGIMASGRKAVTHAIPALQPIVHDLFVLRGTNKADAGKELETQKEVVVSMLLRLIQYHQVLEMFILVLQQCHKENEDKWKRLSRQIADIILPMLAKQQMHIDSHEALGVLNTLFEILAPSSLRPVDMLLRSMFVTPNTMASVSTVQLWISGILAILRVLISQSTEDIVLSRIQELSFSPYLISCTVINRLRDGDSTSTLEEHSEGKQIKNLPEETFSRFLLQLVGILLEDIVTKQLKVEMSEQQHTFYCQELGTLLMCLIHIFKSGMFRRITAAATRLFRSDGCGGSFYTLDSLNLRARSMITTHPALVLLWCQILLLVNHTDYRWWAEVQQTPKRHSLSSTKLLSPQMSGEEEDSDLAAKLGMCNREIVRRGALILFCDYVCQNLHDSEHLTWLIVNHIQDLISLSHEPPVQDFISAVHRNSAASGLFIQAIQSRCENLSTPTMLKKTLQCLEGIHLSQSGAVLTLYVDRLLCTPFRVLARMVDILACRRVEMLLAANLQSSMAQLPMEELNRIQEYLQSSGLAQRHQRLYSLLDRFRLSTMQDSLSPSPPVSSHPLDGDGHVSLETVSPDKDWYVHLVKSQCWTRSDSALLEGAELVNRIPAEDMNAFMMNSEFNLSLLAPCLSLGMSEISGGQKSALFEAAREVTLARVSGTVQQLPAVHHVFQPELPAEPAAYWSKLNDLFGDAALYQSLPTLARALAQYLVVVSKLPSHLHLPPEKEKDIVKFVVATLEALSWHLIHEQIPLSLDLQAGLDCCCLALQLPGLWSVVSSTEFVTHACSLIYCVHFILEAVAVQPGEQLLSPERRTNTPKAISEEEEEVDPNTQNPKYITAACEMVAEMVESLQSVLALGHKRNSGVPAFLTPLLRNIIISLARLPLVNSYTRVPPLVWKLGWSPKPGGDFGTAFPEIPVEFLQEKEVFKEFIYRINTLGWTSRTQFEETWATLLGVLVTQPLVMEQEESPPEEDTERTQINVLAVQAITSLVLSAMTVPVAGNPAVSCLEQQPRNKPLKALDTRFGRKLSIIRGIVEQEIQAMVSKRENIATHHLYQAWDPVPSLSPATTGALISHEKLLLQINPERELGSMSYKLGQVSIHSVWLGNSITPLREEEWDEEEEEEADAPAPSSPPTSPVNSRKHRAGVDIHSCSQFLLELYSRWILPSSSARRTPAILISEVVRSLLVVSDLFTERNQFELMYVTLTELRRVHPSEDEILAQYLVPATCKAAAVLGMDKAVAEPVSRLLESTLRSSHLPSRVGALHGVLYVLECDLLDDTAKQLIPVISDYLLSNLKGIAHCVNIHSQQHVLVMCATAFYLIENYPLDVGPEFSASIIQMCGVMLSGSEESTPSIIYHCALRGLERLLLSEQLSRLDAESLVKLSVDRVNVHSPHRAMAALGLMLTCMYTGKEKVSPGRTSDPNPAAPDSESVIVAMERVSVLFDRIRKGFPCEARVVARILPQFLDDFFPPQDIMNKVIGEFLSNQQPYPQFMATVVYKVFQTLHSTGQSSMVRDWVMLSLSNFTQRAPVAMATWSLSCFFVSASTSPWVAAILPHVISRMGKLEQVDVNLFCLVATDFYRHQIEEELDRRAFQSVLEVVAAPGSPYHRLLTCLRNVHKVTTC
* hit, by the source's call; . = not tested or not shown; & = joins results of further samples. Cut-off read from the data, not from the text of the source: active = inhibition above about 50%; inactive = the rest.

SMILES	Pf apPOL inh	mHTT-CaM PPI inh
Cc1ccc(C(O)=C2C(=O)C(=O)N(c3ccc(O)cc3)C2c2ccc([N+](=O)[O-])cc2)cc1 (centres undefined)	3.7	36.7
CC1CCC2(CCC(=O)N2CCCOC(=O)Nc2cccc(C(F)(F)F)c2)CC1 (centres undefined)	-6.4	16.7
NC(C(=O)O)c1cccc2ccccc12 (centres undefined)	-2.7	24.8
Cc1ccc(CNc2ccc(-c3nc(-c4ccccc4)no3)cn2)cc1	1.6	-7.4
COc1ccc(C(=O)Nc2ccc(S(N)(=O)=O)cc2)cc1[N+](=O)[O-]	-1.3	-1.8
Cc1nc(-c2ccc(F)cc2)nc2c1CCC(=O)N2CC1COCCO1 (centres undefined)	3.0	-8.0
O=C1C(=O)N(Cc2cccc(Cl)c2)c2ccccc21	-5.9	93.0*
Cc1ccnc(NS(=O)(=O)c2ccc(NC(=O)CCOc3ccccc3)cc2)n1	-2.7	-7.0
O=C(CSc1nc(O)c(Cc2ccccc2)c(=O)[nH]1)Nc1nccs1	1.9	-5.7
CN(C)C(=O)c1ccc2c(c1)nnn2C1CCCCC1	-1.8	-1.4
COc1ccc(CC(=O)Nc2ccc(-c3nc4cc(C)ccc4o3)cc2)cc1	0.1	-3.0
COc1cccc(/C=C2\N=C(c3c(-c4ccccc4)noc3C)OC2=O)c1	-0.7	3.0
O=C(NCc1cccs1)NCC1(c2ccc(F)cc2)CC1	-6.1	-14.8
COc1ccc(OC)c(C2C3=C(Nc4c2c(=O)n(C)c(=O)n4C)c2ccccc2C3=O)c1 (centres undefined)	-6.2&5.3	-1.0&12.6
CCCNc1cc(N2CCC(CCC(=O)Nc3ccc4c(c3)OCO4)CC2)ncn1	3.4	60.1*
CCOc1ccc2nc(C(=O)NC(C)C)cn2n1	-5.2	-3.1
Cc1nc(C2CCCN2C(=O)c2ccccc2OC(F)(F)F)n[nH]1 (centres undefined)	3.4	-2.0
COc1ccc(CC(=O)N2CCN(c3nc4ccncc4n(CC(C)C)c3=O)CC2)cc1	-11.0	-2.5
COc1ccc(S(=O)(=O)C(CNC(=O)c2ccc3c(c2)OCO3)c2cccs2)cc1 (centres undefined)	-1.3	-2.7
COc1cc(C(=O)NCCNC(=O)c2ccncc2)cc(OC)c1OC	-2.4	-3.7
COc1cccc2ccc(C=C3Oc4cc(O)ccc4C3=O)nc12	62.5*	17.3
COCCN1COc2ccc3c(c2C1)OC(=Cc1ccc(OC)cc1)C3=O	-12.2	17.9
CCCCNC(=O)n1nc(SC)cc1-c1sc(-c2cccs2)nc1C	-6.3&-9.5	.
CCCn1cc(CNC(=O)C2CCN(c3nnc4ccccn34)CC2)c(C)n1	-3.3	0.0
O=C(Nc1ccccc1[N+](=O)[O-])c1ccc(Br)o1	3.6	7.0

For reference, some entries already given.
SMILES	Pf apPOL inh	mHTT-CaM PPI inh
COc1ccc(OC)c(C2C3=C(Nc4c2c(=O)n(C)c(=O)n4C)c2ccccc2C3=O)c1 (centres undefined)	-6.2&5.3	-1.0&12.6
CCCNc1cc(N2CCC(CCC(=O)Nc3ccc4c(c3)OCO4)CC2)ncn1	3.4	60.1*
CCOc1ccc2nc(C(=O)NC(C)C)cn2n1	-5.2	-3.1

(next part)
SMILES	Pf apPOL inh	mHTT-CaM PPI inh
CCN1C(=O)C(C)(C)COc2ccc(NC(=O)Cc3ccc(F)cc3)cc21	4.7	1.3
O=C(CS(=O)(=O)c1ccccc1)Nc1nnc(-c2ccco2)o1	-0.8	9.6
O=C(Cc1nc(-c2cccnc2)n[nH]1)Nc1ccc(F)c(F)c1	-1.1	2.0
COc1ccc(-c2cnnn2-c2ccc(NC(=O)c3cccs3)cc2)cc1OC	-0.2	17.0
CC(=O)C1=C(O)C(=O)N(c2ccc(C(=O)O)cc2)C1c1cccc([N+](=O)[O-])c1 (centres undefined)	-10.9	-2.5
Cn1cc(C2=CCN(S(=O)(=O)c3cccc4cccnc34)CC2)c2cccnc21	-2.2	26.9
CCNS(=O)(=O)c1cccnc1Nc1ccc(Cl)c(F)c1	-0.9	-23.0
O=C(NCCc1ccco1)c1ccc2c(c1)nc1n2CCCCC1	1.6	6.9
COc1ccc(C2CC(C(F)(F)F)n3nc(C(=O)Nc4ccc(C)cc4C)cc3N2)cc1OC (centres undefined)	-2.5	2.0
CC(C)Cc1ccc(S(=O)(=O)N2CCCC(CNC(=O)c3ccccc3)C2)cc1 (centres undefined)	-2.9	-2.0
O=C1C(=Cc2c[nH]c3ccccc23)Oc2c1ccc(O)c2CN1CCOCC1	5.0	11.1
Nc1n[nH]c(-c2ccc(Br)cc2)n1	-5.4	-8.9
COc1ccc(Cl)cc1NC(=O)c1noc2c1CCCC2	-1.9	-7.4
Cc1cc(C)cc(N2CCN(C(=O)CC(C)(C)C)C(C)C2=O)c1 (centres undefined)	-0.2	3.5
NS(=O)(=O)c1ccc2nc(NC(=O)c3ccccc3F)sc2c1	-1.0	-3.3
O=C(CCOc1ccccc1)N(CCN1CCOCC1)c1nc2c(Cl)cccc2s1	-8.2	87.1*
CCCn1cc(C2=CCN(S(=O)(=O)Cc3ccc(Cl)cc3)CC2)c2cccnc21	-1.7	20.7
Cc1ccc[n+](CC(=O)c2ccc(N3C(=O)c4ccccc4C3=O)cc2)c1	-4.0	1.0
CNC(=O)N1CCOc2ccc(C)cc21	-5.8	-3.9
O=S1(=O)CC(N2CCCC2)CN1Cc1ccc(F)cc1 (centres undefined)	-3.3	12.6
COc1cc(OC)cc(N2CCN(C(=O)c3cccs3)C(C)C2=O)c1 (centres undefined)	-0.8	-2.9
O=c1oc2ccccc2n1CCc1nc(-c2ccc(C(F)(F)F)cc2)no1	5.0&2.6	.
CC(C)(C)c1cc(CN(CCO)CCO)cc(C(C)(C)C)c1O	-2.9	8.8
CC(=O)N1c2ccc(S(=O)(=O)Nc3cccc(C)c3)cc2CC1C (centres undefined)	7.6	6.0
COc1ccc(CN2CCCC2c2cc(C)no2)c(OC)c1 (centres undefined)	3.0	32.4

Next structures follow:
SMILES	Pf apPOL inh	mHTT-CaM PPI inh
OC1C(C2COC3(CCCCC3)O2)OC2OC3(CCCCC3)OC21 (centres undefined)	1.9	-7.5
CC(C)C(=O)Nc1cccnc1N1CCCC1	-1.5	-4.7
O=C1c2ccccc2NC(c2ccc(F)cc2)N1c1ccccc1 (centres undefined)	2.9	1.0
Cc1ccc2cc3cc(C(=O)Nc4cccc(C(F)(F)F)c4)oc3nc2c1	-3.6	-6.0
Cc1cccc(NC(=O)N2CCn3cccc3C2C(C)C)c1C (centres undefined)	0.6	-14.4
Cc1ccc(/C=C2\SC(N3CCOCC3)=NC2=O)o1	-1.9	6.0
COc1ccc(/C=C2\C(=O)NN(c3ccc(C)c(Cl)c3)C2=O)cc1OC	-1.1	-5.0
CN(CC(=O)N1CCN(Cc2ccccc2)CC1)S(=O)(=O)c1ccc(Cl)cc1	96.6*	7.4
Cc1cc(NC(=O)Cn2c(=O)n(-c3cc(F)ccc3F)c(=O)c3sccc32)n[nH]1	-5.3	2.0
Cc1cc(C)nc(-n2nc(C)c3c2N(C)C(=O)CC3c2ccc(Cl)cc2)n1 (centres undefined)	-0.1	-7.5
Cc1cccc(C)c1NC(=O)C(=O)NCC(C)C	4.3	-3.4
Cc1cc(NC(=O)c2cc(C(C)(C)C)oc2C)no1	-1.5	.
Cc1ccc(S(=O)(=O)Oc2c(Cl)cc(Cl)cc2C=Nc2cc(C)c(C)cc2C)cc1	-3.2	.
CC1CCCCN1S(=O)(=O)c1ccc(C(=O)Nc2ccc([N+](=O)[O-])cc2)cc1 (centres undefined)	-2.1	6.3
CCOc1ccccc1C1SCC(C(=O)O)N1C(C)=O (centres undefined)	-3.2	-1.0
O=C(Nc1ccc(Cl)cc1Cl)c1ccccc1F	-6.7	-7.7
CS(=O)(=O)N1CCN(S(=O)(=O)c2cccc(C(=O)O)c2)CC1	-5.1	-1.0
O=C(CSc1nc2c(c(=O)n1-c1ccc(Cl)cc1)SCC2)Nc1ccc(Cl)cc1	-5.0	24.0
CCc1nc2c(NC(=O)Cc3cccnc3)cccn2n1	2.2	-8.7
CCN1c2ccccc2C(=O)NC12CCN(C(=O)Nc1ccc(C)c(C)c1)CC2	-7.3	3.7
CC1=NC2SC=C(c3ccccc3Cl)N2C(=O)C1 (centres undefined)	-1.1	.
CCOc1cc2occ(-c3ccc4c(c3)OCCO4)c(=O)c2cc1CC	0.0	-10.3
CC1CCc2onc(C(=O)Nc3ccc(F)cc3F)c2C1 (centres undefined)	0.2	-3.1
CCN1Cc2nnn(Cc3ccccc3)c2-c2cc(N3CCCC3)ccc2S1(=O)=O	-4.8	4.5
CC1=C(C(=O)Nc2ccc(F)cc2F)C(c2ccsc2)C2=C(CC(c3ccccc3)CC2=O)N1 (centres undefined)	-1.4	-37.0

Next section.
SMILES	Pf apPOL inh	mHTT-CaM PPI inh
COc1ccccc1NC(=O)c1cn(-c2ccc(C)c(C)c2)c(=O)c2ccccc12	0.5	3.0
CN(C)c1ccc(NC2=C([N+](=O)[O-])CS(=O)(=O)C2)cc1	-5.4	26.3
O=C(Nc1ccc(O)c2c(=O)cc(-c3ccccc3Cl)oc12)c1cccc(Cl)c1	-3.5	5.7
C=C[C@@H]1c2ccccc2N(S(=O)(=O)c2ccc(C)cc2)[C@H](c2ccccc2C(F)(F)F)C1(C#N)C#N	-4.8	-11.9
CCOC(=O)c1ccc(NC(=O)CCC(=O)O)cc1	2.2	.
CCOC(=O)C(C)Oc1ccc2c(C)c(-c3ccccc3)c(=O)oc2c1 (centres undefined)	-11.1	-10.3
O=C(Nc1ccc(Cl)c(Cl)c1)c1cnn2c1NC(c1ccco1)CC2C(F)(F)F (centres undefined)	0.8	12.0
CCCn1ncc(N2CCC(C(=O)NCc3ccccc3Cl)CC2)cc1=O	-4.8	-9.4
CCC(=O)NCc1nc2c(n1C)CN(S(=O)(=O)c1cc(C)ccc1C)CC2	-6.7	2.4
COc1ccc(-c2cc3n(n2)CCCN(S(=O)(=O)c2ccc(C(C)=O)cc2)C3)cc1	-8.3	10.3
Cc1ccc(-c2nc(C=Nc3ccc(OC(F)(F)F)cc3)c(O)o2)cc1	-1.0	2.0
COc1ccccc1OCCN1CCN(c2ccccc2)CC1	0.1	-0.2
Cc1c(N=Cc2ccc(F)cc2)c(=O)n(-c2ccccc2)n1C	-0.9	0.0
O=C(NCC(c1ccco1)N1CCc2ccccc2C1)C(=O)Nc1cccc([N+](=O)[O-])c1 (centres undefined)	-0.1	22.7
O=C1CC(c2noc(C3CCC3)n2)CN1c1ccccc1 (centres undefined)	-0.8	-7.9
COc1cccc(-n2nc(C(=O)Nc3ccccc3C(F)(F)F)c3ccccc3c2=O)c1	-1.7	-13.0
O=C(NCCCN1CCOCC1)c1csc2c1CCCC2	-2.5	-4.6
CC(C(=O)NC1CCCCCC1)C1CCN(S(=O)(=O)c2cccs2)CC1 (centres undefined)	-1.4	-11.8
O=C(Nc1cc(Cl)cc(Cl)c1)c1cccs1	-11.3	-45.4
CCOC(=O)C(C)Oc1cccc2c(=O)n(CC(=O)NCc3ccco3)ccc12 (centres undefined)	-5.8	-8.4
CCN1C(=O)Cc2cc(C(=O)NCc3ccc(C)o3)ccc21	2.4	31.7
CC1(C)OC1COc1c2ccoc2cc2oc(=O)ccc12 (centres undefined)	1.1	.
O=C(NCc1cccnc1)C1CC(c2ccc(F)cc2)=NO1 (centres undefined)	0.9	-9.0
Cc1ccc(-c2n[nH]c(=O)c3ccccc23)cc1S(=O)(=O)NCc1ccccc1	1.0	4.7
O=C(NCCc1cccnc1)C1CCc2sc(C(=O)N3CCCCCC3)cc2C1 (centres undefined)	0.4	3.1

(further entries)
SMILES	Pf apPOL inh	mHTT-CaM PPI inh
Brc1cc(Br)c2nc(-c3ccccc3)cn2c1	-5.0	-3.0
CCOc1ccccc1C(=O)N1CCCC(C)(C(=O)NCc2cccc(F)c2)C1 (centres undefined)	5.8	0.5
O=C1S/C(=C\c2cccs2)C(=O)N1Cc1ccc(F)cc1	-62.6	0.0
COc1ccc(CCC(=O)NCCC2CCN(C(=O)c3ccc(C)cc3)CC2)cc1	-0.7	19.6
C=CCSc1nnc2c(n1)OC(c1ccc(C)o1)N(C(C)=O)c1ccccc1-2 (centres undefined)	-40.1	10.0
Cc1n[nH]c(=O)nc1NCCN(C)C	.	-5.0
CCOc1cc(C(=O)Nc2c3c(nn2-c2ccccc2C)CSC3)cc(OCC)c1OCC	-2.6	18.0
Cc1ccc(NS(=O)(=O)c2cc3n(c2)CCCNC3=O)cc1F	6.5	7.9
O=C(Nc1ccc([N+](=O)[O-])cc1)C12CC3CC(C1)CC(c1ccccc1)(C3)C2	4.9	14.9
CC(C)c1noc(-c2cccnc2N2CCCN(Cc3cc(F)cc(F)c3)CC2)n1	0.8	-74.0
O=C(c1cc2nc(-c3cccs3)cc(C(F)(F)Cl)n2n1)N1CCSCC1	-3.0	0.0

In the list so far, 12 contain a furan ring, fused or not.
SMILES	Pf apPOL inh	mHTT-CaM PPI inh
O=C(Nc1ccccc1[N+](=O)[O-])c1ccc(Br)o1	3.6	7.0
O=C(CS(=O)(=O)c1ccccc1)Nc1nnc(-c2ccco2)o1	-0.8	9.6
O=C(NCCc1ccco1)c1ccc2c(c1)nc1n2CCCCC1	1.6	6.9
Cc1ccc2cc3cc(C(=O)Nc4cccc(C(F)(F)F)c4)oc3nc2c1	-3.6	-6.0
Cc1ccc(/C=C2\SC(N3CCOCC3)=NC2=O)o1	-1.9	6.0
Cc1cc(NC(=O)c2cc(C(C)(C)C)oc2C)no1	-1.5	.
O=C(Nc1ccc(Cl)c(Cl)c1)c1cnn2c1NC(c1ccco1)CC2C(F)(F)F (centres undefined)	0.8	12.0
O=C(NCC(c1ccco1)N1CCc2ccccc2C1)C(=O)Nc1cccc([N+](=O)[O-])c1 (centres undefined)	-0.1	22.7
CCOC(=O)C(C)Oc1cccc2c(=O)n(CC(=O)NCc3ccco3)ccc12 (centres undefined)	-5.8	-8.4
CCN1C(=O)Cc2cc(C(=O)NCc3ccc(C)o3)ccc21	2.4	31.7
CC1(C)OC1COc1c2ccoc2cc2oc(=O)ccc12 (centres undefined)	1.1	.
C=CCSc1nnc2c(n1)OC(c1ccc(C)o1)N(C(C)=O)c1ccccc1-2 (centres undefined)	-40.1	10.0

Compound activity deposited in PubChem BioAssay by University of Kansas High Throughput Screening Laboratory.
